Assay outcomes deposited in PubChem by National Center for Advancing Translational Sciences (NCATS).
DT40 TDP1 no CPT: qHTS for Inhibitors of human tyrosyl-DNA phosphodiesterase 1 (TDP1): qHTS in cells in absence of CPT; DT40 Tdp1-/- hTDP1 cells, no CPT, ATP luminescence, 48 h; Potency, µM (series often up to 46.2 µM), without a hit: top-dose activity change, negative = growth inhibition, most hits filed as inhibitors; 420,000 compounds, 15% hits; AID 686978, 2013; also: nearly all actives have a fitted effect of over 55% in size
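Chicken DT40 Tdp1-/- cells complemented with human TDP1, screened without camptothecin (DMSO vehicle only), 400 cells/well. Compounds pin-transferred, cells incubated at 37 °C for at least 48 hr. Growth read as ATP-dependent luminescence (CellTiter-Glo, 30 min at RT).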
DT40 TDP1 CPT: DT40-hTDP1 cell growth loss with CPT; Potency, µM (series often up to 46.2 µM), for inactives: at the highest dose activity change, negative = growth inhibition, hits mostly inhibitors; chicken DT40 Tdp1-/-;hTDP1 cells + 20 nM CPT, ATP luminescence, 48 h; 420,000 compounds, 12% hits; also: nearly all actives have a fitted effect of over 55% in size
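Chicken DT40 Tdp1-/- cells complemented with human TDP1, 400 cells/well, exposed to compounds plus 20 nM camptothecin for at least 48 h at 37 C; viability read as ATP content by CellTiter-Glo luminescence.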
TDP1 block: inhibitors of human tyrosyl-DNA phosphodiesterase TDP1; 350,000 compounds, 0.28% hits; recombinant TDP1, AlphaScreen DNA substrate cleavage; Potency, µM (top dose mostly 130 µM), without a hit: at the top dose activity change, negative = inhibition, most hits filed as inhibitors; Q9NUW8; also: nearly all actives have a fitted effect of over 40% in size
Target sequence (Q9NUW8 whole entry, looked up): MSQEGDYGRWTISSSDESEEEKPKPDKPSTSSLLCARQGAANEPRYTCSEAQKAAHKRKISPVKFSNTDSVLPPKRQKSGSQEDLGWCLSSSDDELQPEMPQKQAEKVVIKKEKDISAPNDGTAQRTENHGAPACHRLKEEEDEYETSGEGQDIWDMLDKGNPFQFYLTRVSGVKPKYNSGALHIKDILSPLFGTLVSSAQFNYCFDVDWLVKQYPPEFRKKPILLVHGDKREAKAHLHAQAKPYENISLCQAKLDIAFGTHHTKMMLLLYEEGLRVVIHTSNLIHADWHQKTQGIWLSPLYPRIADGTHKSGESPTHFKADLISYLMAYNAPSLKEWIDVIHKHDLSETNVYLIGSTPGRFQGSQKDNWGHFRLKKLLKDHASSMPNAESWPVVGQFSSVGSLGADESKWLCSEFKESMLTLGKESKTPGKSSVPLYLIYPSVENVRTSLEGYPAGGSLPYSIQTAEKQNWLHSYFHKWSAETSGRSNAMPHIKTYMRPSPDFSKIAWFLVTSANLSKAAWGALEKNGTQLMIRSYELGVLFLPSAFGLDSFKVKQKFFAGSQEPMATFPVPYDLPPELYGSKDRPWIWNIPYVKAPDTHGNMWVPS
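Enzyme-compound mixtures sat 15 min at room temperature, followed by a 5 min reaction with 15 nM final substrate and 10 min with AlphaScreen beads. Recombinant human Tdp1 was used at 1 nM final.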
* = called active by the depositor; ? = inconclusive; . = no result given; & = joins results of further samples; [ ] = dose if it differs, or a comment. Calls follow the shape of the dose curve; as a rule, active = well fitted curve in the direction sought with a large enough effect; inconclusive = small, poorly fitted or top-dose-only effect, or another doubt; inactive = no such curve, though single readings can be large; an effect the other way counts as inactive or inconclusive. % is scaled to controls: 0 for no effect and ±100 for the full control effect; potency is read from the fitted curve at half-maximal effect.

Each structure is followed by: DT40 TDP1 no CPT	DT40 TDP1 CPT	TDP1 block
> Cc1onc(-c2c(Cl)cccc2Cl)c1C(=O)N1CCCCC1
  ?	?	-5%
> Cc1ccc(NC(=O)c2ncn(CCCN(C)CCc3ccccn3)n2)cc1C
  -22%	-25%	.
> COc1ccc(NC(=O)CN(Cc2ccccc2)S(=O)(=O)c2ccc3nc(C)sc3c2)cc1
  ?	?	6%
> COc1ccc(NS(=O)(=O)c2cccc3cccnc23)cc1OC
  ?	?	.
> CCOc1ccc(NC(=O)CSc2nc3ccccc3nc2N2CCCC2)cc1
  16µM*	?	.
> C=C(C)CNC(=S)/N=c1\scc(C)n1CC
  21µM*	18µM*	5%
> C#CCOc1nc2c(c(=O)n(C)c(=O)n2C)n1Cc1ccccc1
  12µM*	12µM*	3%
> CCc1noc(C)c1C(=O)OC(C)C(=O)Nc1cc([N+](=O)[O-])ccc1OC (stereo not given)
  ?	-30%	-5%
> COc1ccc(C(=O)NCC(c2ccco2)N2CCOCC2)cc1OC (stereo not given)
  0%	-6%	0%
> c1cc(SC2CCCCC2)cc(-c2nc3cnccn3c2NC2CCCCC2)c1
  ?	?	-9%
> CCCCCCC(=O)Oc1cccc(C2=CC(=O)CC(C)(C)C2=O)c1
  -18%	?	.
> Cc1nc2cc(C(=O)O)ccc2n1C1CCCCC1
  6%	?	7%
> O=C1Cc2ccccc2C(c2ccc(Cl)cc2)N1 (stereo not given)
  ?	?	3%
> Cc1cc(S(=O)(=O)Nc2cccc(C(=O)O)c2)c(C)c(S(=O)(=O)c2ccc(Cl)cc2)c1
  2%	0%	9%
> CSc1ccccc1C(=O)NCCCn1ccnc1
  11%	-3%	1%
> Cc1ccc(NC(=O)c2cc([N+](=O)[O-])ccc2NCc2cccnc2)cc1Cl
  ?	?	4%
> COC(=O)c1ccc(N2CCN(C(=O)C3CC3)CC2)c([N+](=O)[O-])c1
  0%	21%	.
> O=C(NCc1ccccn1)C1CCN(S(=O)(=O)c2ccccc2C(F)(F)F)CC1
  1%	0%	0%
> CS(=O)(=O)N(CC(=O)NCc1ccco1)Cc1ccc(Cl)cc1
  0%	8%	-2%
> CCOC(=O)Oc1ccc2c(=O)c(Oc3cccc(C)c3)coc2c1
  -16%	-5%	-10%
> CN1C(=O)/C(=C/c2ccc(C(=O)NC3CCCC3)cc2)Oc2ccccc21
  10µM*	13µM*	-2%
> O=C(c1ccco1)N1CCN=C1SCc1cccc(F)c1
  -8%	2%	1%
> NS(=O)(=O)c1ccc(CCNC(=O)C(c2ccccc2)c2ccccc2)cc1
  -22%	-25%	4%[0.0935 µM]
> Cc1cc(=O)n(C(C)C(=O)NCc2ccccc2Cl)c2c1c(C)nn2-c1ccccc1 (stereo not given)
  -10%	-20%	3%
> O=c1oc(Nc2cccc(Cl)c2)nc2ccccc12
  -24%	-27%	0%
> NCCc1nnc(SCc2c(F)cccc2Cl)o1
  ?	-23%	0%
> COc1ccccc1Cc1nc2ccccc2nc1SCC(=O)NCCc1ccccc1
  -22%	-16%	-3%
> COc1ccc(CNC(=O)CSc2nnc(C)c(=O)[nH]2)cc1
  13%	14%	.
> CCOC(=O)c1c(C)n(-c2ccc(C)cc2)c2c(C(C(C)=O)C(=O)O)c(Br)c(O)c(O)c12 (stereo not given)
  23µM*	23µM*	9%
> COc1ccc(C(=O)c2sc(Nc3cc(Cl)ccc3C)nc2N)cc1OC
  ?	?	8%
> O=C1OC(c2cc(Br)c(O)c(Br)c2)c2ccccc21 (stereo not given)
  ?	2%	.
> Cc1cc(C)cc(-n2nnc(C(=O)NCc3ccccc3Cl)c2N)c1
  1%	-28%	4%
> O=C(CSc1nnnn1C1CCCCC1)Nc1ccccc1N1CCOCC1
  -4%	?	-3%
> Cc1cccc(N2CC(O)(c3cccs3)[N+]3=C2CCCC3)c1C (stereo not given)
  21µM*	?	-2%
> Cc1ccc(-c2nnc(CN3CCCCC3C)o2)cc1 (stereo not given)
  1%	-12%	.
> O=C(Nc1ccccc1Oc1ccccc1)C1CCCC1
  -19%	-12%	-3%
> Cc1cc(NS(=O)(=O)c2ccc(NC(=O)C(C)Oc3cccc(C)c3C)cc2)nc(C)n1 (stereo not given)
  2%	8%	1%
> CCSC1(SCC)N=C(N)C2(C#N)C(c3ccc(OC)c(OC)c3OC)C12C#N (stereo not given)
  8.2µM*	6.5µM*	0%
> CCN(CC)CCN(C(=O)c1ccco1)c1nc2ccc(F)cc2s1
  -35%	-15%	4%
> CC1(C)OC2CC3C4CCC5=CC(=O)C=C[C@@]5(C)[C@]4(F)C(O)C[C@@]3(C)[C@]2(C(=O)CO)O1 (stereo not given in full)
  1%	1%	11%[56.1 µM]
> CCn1c(CN2CCOCC2)nnc1SCC(=O)Nc1ccccc1C
  -5%	13%	3%
> CCCCCC(=O)/C=C/C=C\CCCCCCCC(=O)O
  3%[0.628 µM]	3%[0.628 µM]	10%&4%
> Cc1ccc(S(=O)(=O)N2CCC3(CC2)OCCO3)s1
  20%	0%	3%
> COC(=O)Nc1ccc(S(=O)(=O)NCc2ccccn2)cc1
  ?	0%	6%
> CCOC(=O)c1ccc(NC(=O)c2cc3ccccc3o2)cc1
  ?	?	2%
> O=C(CSc1nnnn1-c1ccccc1)Nc1ncc2c(n1)CC(c1ccccc1)CC2=O (stereo not given)
  ?	16µM*	-7%
> Cc1cc(Nc2ccccc2)n(-c2cccc(Cl)c2)n1
  ?	?	-7%
> CCOCCCNC(=O)c1ccc(NC(=O)C2=CSCCO2)cc1
  -5%	0%	0%
> Cn1c(=O)c2c(SCC(=O)N3CCCC3)nc(CC(C)(C)C)nc2n(C)c1=O
  ?	?	3%
> CC(C)CCNc1nc(-c2ccco2)c2c(c1C#N)CCCC2
  ?	?	.
> CN(c1ccccc1C(=O)N1CCN(Cc2ccc3c(c2)OCO3)CC1)S(C)(=O)=O
  -9%	2%	5%
> CCOC(=O)c1cc(NC(=O)c2ccc(OC)cc2)c(=O)oc1-c1ccccc1
  -15%	-24%	1%
> CCCOC1CCCN(Cc2cn(C)nc2-c2ccccc2F)C1 (stereo not given)
  -22%	17%	3%
> COc1ccc(NC(=O)N2CCc3c(sc4c3CCCC4)C2c2ccc(F)cc2)cc1 (stereo not given)
  21µM*	?	-1%
> COc1ccccc1C(=O)NCCNc1ccc([N+](=O)[O-])cc1Cl
  -19%	?	4%
> CC(C)OCC1CO1 (stereo not given)
  ?	4%	0%&4%
> Cc1ccccc1Nc1cc(C)c2c(O)cccc2n1
  ?	?	5%
> COc1ccccc1/C=C/C(=O)c1ccc(NC(C)=O)cc1
  15µM*	?	2%
> O=C(CCc1ccccc1)NNC(=O)COc1ccccc1
  -5%	-6%	6%
> O=C(c1cccs1)N1CCC2(O)CCCCC2C1c1ccc(F)cc1 (stereo not given)
  -12%	7%	-1%

New compounds follow
Each structure is followed by: DT40 TDP1 no CPT	DT40 TDP1 CPT	TDP1 block
> CC1C(=O)N2CCCc3cc(S(=O)(=O)NCCc4ccccc4)cc1c32 (stereo not given)
  -27%	?	3%
> COc1ccc(NS(=O)(=O)c2ccc3c(c2)NC(=O)CO3)cc1
  -19%	-21%	-1%
> Cc1ccc(S(=O)(=O)NCc2ccc(C(=O)N3CCN(Cc4ccccc4)CC3)cc2)cc1
  ?	?	0%
> CCc1ccc(C(C)NC(=O)c2ccc(F)cc2)cc1 (stereo not given)
  -16%	?	-1%
> Cc1ccc(NC(=O)c2ccc3c(c2)OCO3)cc1Cl
  0%	-12%	.
> Cc1ccccc1Cn1c(=O)n(Cc2ccco2)c(=O)c2oc3ccccc3c21
  -2%	2%	-8%
> c1ccc(C2[C@H]3CN(Cc4cccnc4)[C@H](c4ccccc4)C34CC2(c2ccccc2)C4)cc1 (stereo not given in full)
  15µM*	?	15%&6%
> CCC(CO)Oc1cc(NC(=O)Cc2ccccc2)c2ncn(C(C)C)c2c1 (stereo not given)
  ?	-22%	0%
> NCCCN(Cc1ccc(Cl)c(Cl)c1)c1ccccn1
  8.9µM*	10µM*	.
> CN(C)c1ccc(/C=C(/C#N)C(=O)NCc2ccccc2)o1
  -21%	-24%	5%
> Cc1ccccc1NC(=O)Cn1c(O)c(N=NC(=O)c2ccccc2O)c2ccccc21
  5.8µM*	?	0%
> O=C(O)C12C[C@H]3C[C@@H](C1)CC(n1ncc(N4CCN(c5ccccc5)CC4)c(Cl)c1=O)(C3)C2
  -6%	-3%	2%
> COc1ccc(-c2nnc(N(C)C(=O)C3CCOC3)s2)cc1 (stereo not given)
  ?	-20%	.
> CCn1cc(CN2CCN(Cc3ccc(C)o3)C(CCO)C2)c2ccccc21 (stereo not given)
  -24%	-15%	5%
> CCN(CC)S(=O)(=O)c1ccc(N2CCCC2)c(NC(=O)CSCc2c(C)noc2C)c1
  ?	?	.

The list goes on (6 carried over from the part before).
Structure	DT40 TDP1 no CPT	DT40 TDP1 CPT	TDP1 block
CN(C)c1ccc(/C=C(/C#N)C(=O)NCc2ccccc2)o1	-21%	-24%	5%
Cc1ccccc1NC(=O)Cn1c(O)c(N=NC(=O)c2ccccc2O)c2ccccc21	5.8µM*	?	0%
O=C(O)C12C[C@H]3C[C@@H](C1)CC(n1ncc(N4CCN(c5ccccc5)CC4)c(Cl)c1=O)(C3)C2	-6%	-3%	2%
COc1ccc(-c2nnc(N(C)C(=O)C3CCOC3)s2)cc1 (stereo not given)	?	-20%	.
CCn1cc(CN2CCN(Cc3ccc(C)o3)C(CCO)C2)c2ccccc21 (stereo not given)	-24%	-15%	5%
CCN(CC)S(=O)(=O)c1ccc(N2CCCC2)c(NC(=O)CSCc2c(C)noc2C)c1	?	?	.
COc1cc(/C=N/Nc2nnc3c(n2)[nH]c2ccccc23)ccc1O	4%	-9%	?
COc1ccc(-c2cc(-c3ccccc3)no2)cc1	-16%	-24%	-3%
N#Cc1ccc(S(=O)(=O)N2CCC(C(=O)Nc3cccc(C(=O)NC4CC4)c3)CC2)cc1	0%	-1%	0%[56.1 µM]
CCn1cc(C(=O)OCC(=O)Nc2cc(C)cc(C)c2)c(=O)c2ccc(C)nc21	?	-23%	5%
CC1(C)Cc2c(sc(NC(=O)c3ccc(S(=O)(=O)N4CCCCCC4)cc3)c2C#N)C(C)(C)N1	-27%	-6%	3%
COc1ccc(/C=C(\NC(=O)c2ccccc2)C(=O)N/N=C/c2ccncc2)cc1	-13%	-4%	6%
Brc1ccc(-c2nnc(SCCC3OCCCO3)o2)cc1	?	?	1%
O=C(c1ccccc1)c1ccc2c(c1)OCCOCCOCCOCCO2	-35%	-5%	.
O=C(CSc1nc2c(c(=O)n1-c1ccccc1)SCC2)N1CCN(c2ccccc2)CC1	?	18µM*	0%
CCOC(=O)c1ccc(CN(Cc2ccc(F)cc2)S(=O)(=O)c2ccc(F)c(C(=O)Nc3c(C)cccc3C)c2)cc1	?	?	5%
CCc1ccc(NS(=O)(=O)c2ccc3[nH]cc(C(=O)N4CCc5ccccc54)c(=O)c3c2)cc1	3%	0%	5%
O=C(/C=C/c1ccco1)NCCc1ccccc1	-27%	5%	-5%

A second format for some results above.
COc1cc(/C=N/Nc2nnc3c(n2)[nH]c2ccccc23)ccc1O
  DT40 TDP1 no CPT = 4%; DT40 TDP1 CPT = -9%; TDP1 block = ?

COc1ccc(-c2cc(-c3ccccc3)no2)cc1
  DT40 TDP1 no CPT = -16%; DT40 TDP1 CPT = -24%; TDP1 block = -3%

N#Cc1ccc(S(=O)(=O)N2CCC(C(=O)Nc3cccc(C(=O)NC4CC4)c3)CC2)cc1
  DT40 TDP1 no CPT = 0%; DT40 TDP1 CPT = -1%; TDP1 block = 0%[56.1 µM]

More compounds.
Structure	DT40 TDP1 no CPT	DT40 TDP1 CPT	TDP1 block
CC(=O)N1c2ccccc2C(=O)C1N1CCN(c2cccc(C)c2C)CC1 (stereo not given)	-20%	-15%	3%
CN(CCc1ccccc1)C(=O)c1ccc(NC(=O)Cc2ccc(NC(=O)C3CCCN(C(=O)C4CCC4)C3)cc2)cc1 (stereo not given)	13µM*	13µM*	.
CCCCNC(=O)c1nc(-c2cnc(C)cn2)oc1-c1ccc(Cl)cc1	?	?	.
CCn1c(=O)c2ccccc2n(Cc2ccccc2C)c1=O	?	?	3%
C=CCn1c(C)cc(C(=O)CSc2nnc(NC(C)C)s2)c1C	?	?	8%
CCCCN(C)CCNC(=O)C1CCCN(S(=O)(=O)c2cccc3nsnc23)C1 (stereo not given)	14%&-5%	-13%&2%	0%&5%
COCCN(CCOC)Cc1cc(=O)oc2cc(C)c(Cl)cc12	?	-13%	.
COCCNc1ncnc2ccc(-c3ccoc3)cc12	?	?	.
CCOc1ccc(C(=O)NCC(c2ccc(Cl)cc2)N2CCCCC2)cc1 (stereo not given)	9.2µM*	7.3µM*	4%
Oc1ccccc1-c1nnc(SCCN2CCOCC2)n1Cc1ccccc1	-10%	1%	0%
